UBC13 inh: blocks human UBC13 polyubiquitin chain formation. P61088. TR-FRET. inhibition, % at 20 µM. hit rate 0.47% among 330,000; in the data active means inhibition above about 45%, passing the limit was not always enough
Target sequence (P61088 whole entry, looked up): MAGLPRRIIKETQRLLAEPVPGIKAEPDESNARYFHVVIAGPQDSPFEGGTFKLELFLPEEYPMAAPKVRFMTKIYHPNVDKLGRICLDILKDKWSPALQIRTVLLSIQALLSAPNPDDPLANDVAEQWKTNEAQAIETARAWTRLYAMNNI
EBI2 block: antagonists of human EBI2 receptor; EBI2 beta-arrestin recruitment, luminescence, 7a,25-OHC stimulated; inhibition, % at 5 µM; hit rate 0.81% among 360,000; AID 651636; in the data active means inhibition above about 38%;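 further: enzyme fragment complementation signal reports receptor beta-arrestin coupling in cells; 0% = agonist plus DMSO wells and 100% = wells without agonist; some results beyond the cut were filed as inactive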
Target sequence (P32249 whole entry, looked up, the tested form may be a part): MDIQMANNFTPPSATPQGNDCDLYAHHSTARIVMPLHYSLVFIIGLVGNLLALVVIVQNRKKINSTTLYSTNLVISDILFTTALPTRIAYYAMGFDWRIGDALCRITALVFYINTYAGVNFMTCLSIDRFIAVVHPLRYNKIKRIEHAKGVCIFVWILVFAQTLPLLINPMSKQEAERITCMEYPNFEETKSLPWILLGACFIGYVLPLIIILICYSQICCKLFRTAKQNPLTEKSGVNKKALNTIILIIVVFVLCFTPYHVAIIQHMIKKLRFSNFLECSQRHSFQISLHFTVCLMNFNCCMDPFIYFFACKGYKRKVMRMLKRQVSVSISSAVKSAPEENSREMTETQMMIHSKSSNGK
APJ antagonist: APJ receptor antagonism; P35414; CHO-K1 APJ beta-arrestin complementation, luminescence; inhibition, % at 20 µM; hit rate 0.32% among 330,000; AID 2521;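 active means inhibition above about 40% at 20 µM, limit read from the data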;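 further: cells challenged with 10 nM apelin-13 agonist together with compound; plate controls were apelin-13 plus DMSO wells for no effect and DMSO wells lacking apelin-13 for full effect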
Target sequence (P35414 whole entry, looked up): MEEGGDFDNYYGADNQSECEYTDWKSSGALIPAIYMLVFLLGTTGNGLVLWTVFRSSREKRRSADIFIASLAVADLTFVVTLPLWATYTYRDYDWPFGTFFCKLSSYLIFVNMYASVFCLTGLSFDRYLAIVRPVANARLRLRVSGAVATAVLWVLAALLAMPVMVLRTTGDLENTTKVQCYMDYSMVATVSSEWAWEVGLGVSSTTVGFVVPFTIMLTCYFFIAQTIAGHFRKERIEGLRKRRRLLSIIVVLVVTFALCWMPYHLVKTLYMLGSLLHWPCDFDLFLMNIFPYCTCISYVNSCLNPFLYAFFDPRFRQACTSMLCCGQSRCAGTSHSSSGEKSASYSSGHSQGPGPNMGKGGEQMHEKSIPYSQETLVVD
CXCR6 inh: CXCR6 (human) receptor inhibition; CHO-K1 PathHunter CXCR6 beta-arrestin, luminescence; hit rate 0.36% among 360,000; O00574; inhibition, % at 20 µM; in the data active means inhibition above about 34%, passing the limit was not always enough;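 further: antagonist mode with CXCL16 agonist at 10 nM final; 0% = 10 nM CXCL16 with DMSO and 100% = unstimulated wells without agonist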
CCR6 antagonist: blocks CCL20-driven beta-arrestin recruitment at human CCR6; CHO-K1 CCR6 PathHunter beta-arrestin, luminescence, CCL20-stimulated; inhibition, % at 20 µM; hit rate 0.49% among 340,000; AID 493098;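 active means compounds whose inhibition of the agonist-driven luminescence signal at 20 µM reaches about 50%, limit read from the data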;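 further: cells stimulated with CCL20 at 14 nM final; plate controls were DMSO with CCL20 for no effect and DMSO without agonist for full effect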
Gli-Sufu block: blocks Gli-Sufu signaling in a luciferase reporter; Sufu-KO-LIGHT fibroblasts, Gli luciferase reporter luminescence; hit rate 0.74% among 340,000; inhibition, % at 5 µM;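 active means inhibition above about 55%, limit read from the data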;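 further: 0% = DMSO-treated cells and 100% = wells with medium but no cells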
APJ ag: APJ receptor agonism. P35414. CHO-K1 APJ PathHunter beta-arrestin, luminescence; 0% DMSO wells, 100% apelin. activation, % at 20 µM. hit rate 0.11% among 330,000. AID 2520;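 active means activation more than six SD over the plate average, tested at 20 µM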;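 further: 0% = DMSO alone and 100% = apelin-13 at 10 nM; some results filed as inactive read as strong as hits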
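Test system – PathHunter CHO-K1 APJ (AGTRL-1) beta-arrestin reporter cells · Input – 1000 cells/well · Compound – single test compound dose, 20 µM final, 1% DMSO · Times – compound stimulation 90 min at 25 °C, detection 60 min · Technique – beta-gal luminescence · Read-out basis – APJ–arrestin association signal · Control set – negative DMSO alone, positive Apelin-13 at 10 nM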
ATG4B inh: inhibitors of human ATG4B cysteine protease. AID 504462. Q9Y4P1. hit rate 0.51% among 340,000. ATG4B cleavage of LC3-PLA2, NBD-HPC fluorescence, 1 h. inhibition, % at 8.33 µM; in the data active means inhibition above about 40%
Active calls of the source: *; . = no result given.

Compound,UBC13 inh,EBI2 block,APJ antagonist,CXCR6 inh,CCR6 antagonist,Gli-Sufu block,APJ ag,ATG4B inh
Cc1oc(CC(C)C)cc1C(=O)Nc1ccc(C(=O)O)cc1,-3,-14,10,-4,2,-2,-4,-8
CC(Nc1ccc(F)cc1)=[N+](C)CCNS(=O)(=O)c1ccc(Cl)cc1,9,3,16,0,8,12,0,-2
O=C(OCc1ccccc1)C1=[N+]([O-])OC(C(=O)OCc2ccccc2)C1c1c[nH]c2ccccc12 (centres undefined),2,1,-29,0,-4,1,0,4
CN(Cc1nc(Cc2cccc(F)c2)no1)CC1COCCO1 (centres undefined),-8,2,3,-2,2,-7,-2,3
Cc1cnc(CNC(=O)CC2C(=O)NCCN2Cc2cccc(F)c2F)cn1 (centres undefined),-7,-3,14,3,0,0,0,12
Cc1noc(C)c1CSCC(=O)Nc1nnc(CC(C)C)s1,-4,1,3,8,11,0,-5,-11
Cc1cc(C(F)(F)F)nc(SCC(=O)Nc2ccccc2)n1,4,3,-12,4,5,4,-3,0
O=C(CCC1CC(=O)Nc2ccccc21)NCc1cccnc1 (centres undefined),-13,-3,-55,0,6,4,-6,-5
CCc1noc(C)c1C(=O)Nc1ccc(C#N)cc1,2,5,0,-1,16,-12,0,-3
CCc1ccc(N2CC(C(=O)OCC(=O)NNC(=O)c3ccccc3)CC2=O)cc1 (centres undefined),0,-3,4,6,5,-13,-1,-11
Cc1cccc(C(=O)OCC(=O)NCc2ccco2)c1,3,5,5,1,5,-1,-2,-8
Cc1cc(C(=O)CSc2ncn[nH]2)c(C)n1-c1cccc(S(=O)(=O)N2CCOCC2)c1,-15,-12,-5,10,-5,10,-3,-12
CCCC(/C=C/c1ccc(OC(C)=O)cc1)=C1/c2ccccc2C(=O)N1c1ccccc1,-1,8,8,8,9,-2,-4,-6
COc1ccccc1C1CCN(Cc2cccc([N+](=O)[O-])c2)CC1,0,9,5,1,14,3,-4,-4
CC(=O)c1c(C)[nH]c(C(=O)Nc2ccc(C)cc2Br)c1C,3,-6,1,-6,6,-37,-1,-5

Next results follow.
Compound,UBC13 inh,EBI2 block,APJ antagonist,CXCR6 inh,CCR6 antagonist,Gli-Sufu block,APJ ag,ATG4B inh
Cc1cc(S(=O)(=O)N2CCCC2)c(C)s1,5,-5,14,4,5,1,-2,-5
O=C(CCCN1C(=O)/C(=C\c2ccco2)SC1=S)Nc1cccc2ccccc12,-5,-8,-16,2,28,10,-1,-4
CCOc1ccc(NC(=O)CCNS(=O)(=O)c2cccc3nsnc23)cc1,2,-7,10,2,-3,28,-2,-4
CCOC(=O)Cn1c2ccccc2c2nc(C)sc21,1,4,-15,-2,-9,5,-4,-3
O=C(COC(=O)c1cnccn1)c1ccc(Cl)cc1,0,2,22,2,13,-2,-3,-3
CC(=O)c1ccccc1OCC(O)CN1CCN(CCN2C(=O)c3cccc4cccc(c34)C2=O)CC1 (centres undefined),54*,13,-3,-16,6,7,7,-7
Cc1ccc(CS(=O)(=O)c2nsc(C)c2C#N)cc1,8,-10,-21,3,13,3,-4,-14
CCCC(=O)Nc1nnc(SCC(=O)N2CCN(c3ccccc3)CC2)s1,0,-9,-3,-1,10,5,-2,-3
O=C(Oc1ccccc1N1CCOCC1)c1sccc1Br,-2,2,-4,-1,5,6,-5,-6
Cc1cccc(Nc2nc(N)c([N+](=O)[O-])c(N3CC(C)CC(C)C3)n2)c1 (centres undefined),-7,10,12,1,21,4,1,6
CN1C(C(=O)Nc2ccc(OC(F)(F)F)cc2)=CC(c2cccs2)=NS1(=O)=O,-13,8,13,-8,16,4,-1,-2
COc1ccc(NC(=O)/C(N=Nc2ccc(Cl)c(S(=O)(=O)Nc3ccc(Cl)cc3)c2)=C(\C)O)cc1,-43,9,8,4,13,7,-4,4
COc1ccc(NC(=O)CCOc2ccc(C)cc2)c(OC)c1,-7,-10,-6,-1,6,25,-2,-7
CCOC(=O)C1CCCN(C(=O)/C=C/c2cccc([N+](=O)[O-])c2)C1 (centres undefined),0,3,10,-9,1,-3,2,-8
COc1ccc2c(c1)CC/C(=C\c1ccc(OC)c(Cn3nc(C)cc3C)c1)C2=O,-14,21,2,4,31,36,-5,2

Following part:
Compound,UBC13 inh,EBI2 block,APJ antagonist,CXCR6 inh,CCR6 antagonist,Gli-Sufu block,APJ ag,ATG4B inh
O=C(Nc1ccc(F)cc1)C1CCCN(c2cnccn2)C1 (centres undefined),-7,-3,-22,-1,9,5,1,1
C(=C\c1ccccc1)/CN1CCN(Cc2nc(Cc3ccccc3)no2)CC1,-5,17,4,5,5,17,-1,-13
Cc1cc(C)cc(C(=O)N(c2ccccn2)C(C)c2ccco2)c1 (centres undefined),-18,1,3,-1,6,9,-1,5
CC(C)CNC(=O)CCc1nc(-c2ccccc2)no1,6,0,0,-1,-1,5,0,-12
O=C(O)/C=C/C(=O)NC1CCCCC1,4,-6,1,-3,1,-7,-3,-4
S=C1NC[C@H](c2ccccc2)N1CC1CCCCC1,-4,0,-21,9,20,2,-1,0
COc1cc(NC(=O)c2cccnc2SC)cc(OC)c1OC,9,-12,14,-4,4,-1,-2,6
C=CCNC(=O)c1ccc2c(c1)nnn2C,2,-9,-4,-6,3,-1,-3,-3
COc1ccc(C(C#N)=C2C=CC(=NO)C(C)=C2Cl)cc1,.,-4,.,27,39,-25,.,-6
O=c1[nH]c(CSc2ncnc3sccc23)nc2ccccc12,-1,2,-9,-16,1,-4,-6,1
Cc1ccccc1-c1nnc(SCCOc2ccc3c(C)cc(=O)oc3c2)o1,7,9,18,14,2,2,-5,-5
CCN(CC)C(=O)CC(c1ccc(F)cc1)c1ccc(OC)cc1 (centres undefined),3,3,-24,10,3,-2,-3,-8
Cc1cc(Br)cc2c1NC(=O)C2(O)CC(=O)c1ccco1 (centres undefined),1,-5,-26,2,6,-1,-2,-6
Cc1ccc(-c2c[n+](CC(=O)c3cccs3)c3n2CCC3)cc1,7,-3,1,6,0,1,-4,-3
COc1ccc(N(CC(=O)Nc2cccc(C)c2C)S(=O)(=O)c2c(C)[nH]c(=O)[nH]c2=O)cc1,6,-7,-10,-4,3,3,-4,3

Next section
Compound,UBC13 inh,EBI2 block,APJ antagonist,CXCR6 inh,CCR6 antagonist,Gli-Sufu block,APJ ag,ATG4B inh
O=C1CC(=O)Nc2cc(S(=O)(=O)Nc3ccc(F)cc3Cl)ccc2N1,9,-8,5,-2,11,1,-4,-3
O=C(CSc1nc(O)c(Cc2ccccc2)c(=O)[nH]1)N1CCOCC1,4,-3,-15,-1,-18,3,0,2
CCCCOC(=O)c1ccc(NC(=O)C(=O)NCC2CCCO2)cc1 (centres undefined),10,1,7,-1,0,-14,2,-8
COc1ccc2[nH]c3c(c2c1)CCN1C(=O)C(CC(=O)NCCN2CCOCC2)C[C@H](C(=O)N2CCOCC2)[C@@]31CCC1CCCC1 (some centres undefined),.,-10,.,-2,6,0,.,-4
CCc1ccc(C(=O)NC(=S)NCc2cccnc2)cc1,-7,3,-8,-4,9,-4,5,2
Cc1[nH]nc2c1C1(CCN(Cc3ccccc3)CC1)C(C#N)=C(N)O2,-16,-19,12,-2,16,9,-1,-2
NC(=O)CC(NC(=O)Cc1cccc2ccccc12)c1ccc(N2CCc3ccccc3C2)c([N+](=O)[O-])c1 (centres undefined),-4,12,24,13,20,11,-4,-10
CC(=O)c1cc2c(cc1N(C(=O)c1ccco1)C(C(=O)NC1CCCC1)c1ccccc1F)OCO2 (centres undefined),4,0,18,-1,-2,-3,2,0
C(=C/c1nccc2c1[nH]c1ccccc12)/c1ccc2c(c1)OCO2,.,56*,.,-8,0,-30,.,2
O=C(COC(=O)C1CCCC1)Nc1ncc(Cl)cc1Cl,-4,0,15,1,8,-4,-4,-8
CCC1CC(C(=O)Nc2ccccc2)C(=O)O1 (centres undefined),8,3,4,1,13,-3,3,-7
Cc1ccc([N+](=O)[O-])cc1NC(=O)Cc1ccc(F)cc1,9,9,0,-3,-1,-3,-3,5
O=C(CCC(=O)Nc1ccccc1Cl)NNC(=S)Nc1ccccc1C(F)(F)F,4,-4,16,11,19,-10,-8,15
CC(C)NS(=O)(=O)c1ccc(OCC(=O)NCc2ccc3c(c2)OCO3)c(Cl)c1,-4,6,-10,-2,4,-5,3,-12

Seven compounds from above, reduced to APJ antagonist and Gli-Sufu block.
Molecule	APJ antagonist	Gli-Sufu block
Cc1[nH]nc2c1C1(CCN(Cc3ccccc3)CC1)C(C#N)=C(N)O2	12	9
NC(=O)CC(NC(=O)Cc1cccc2ccccc12)c1ccc(N2CCc3ccccc3C2)c([N+](=O)[O-])c1 (centres undefined)	24	11
CC(=O)c1cc2c(cc1N(C(=O)c1ccco1)C(C(=O)NC1CCCC1)c1ccccc1F)OCO2 (centres undefined)	18	-3
C(=C/c1nccc2c1[nH]c1ccccc12)/c1ccc2c(c1)OCO2	.	-30
O=C(COC(=O)C1CCCC1)Nc1ncc(Cl)cc1Cl	15	-4
CCC1CC(C(=O)Nc2ccccc2)C(=O)O1 (centres undefined)	4	-3
Cc1ccc([N+](=O)[O-])cc1NC(=O)Cc1ccc(F)cc1	0	-3

2 of the compounds above, as labelled records:
Cc1ccc([N+](=O)[O-])cc1NC(=O)Cc1ccc(F)cc1
  UBC13 inh = 9
  EBI2 block = 9
  APJ antagonist = 0
  CXCR6 inh = -3
  CCR6 antagonist = -1
  Gli-Sufu block = -3
  APJ ag = -3
  ATG4B inh = 5

O=C(CCC(=O)Nc1ccccc1Cl)NNC(=S)Nc1ccccc1C(F)(F)F
  UBC13 inh = 4
  EBI2 block = -4
  APJ antagonist = 16
  CXCR6 inh = 11
  CCR6 antagonist = 19
  Gli-Sufu block = -10
  APJ ag = -8
  ATG4B inh = 15

Screens deposited in PubChem BioAssay by Sanford-Burnham Center for Chemical Genomics.
